# TRPC4 potent = allosteric potentiators of mouse TRPC4 channel; B-score at 10 µM; HEK293 TRPC4beta/mu-opioid, DAMGO EC20, Fluo-4 Ca2+ flux; stronger effect = higher value; actives 0.42% (n = 310,000); AID 2227;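 active = B-score of calcium response area above 5 SD of library B-scores, with initial fluorescence ratio within 5 SD of library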;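 also: B-score of integrated fluorescence ratio over time as area under calcium response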
# hERG rescue = hERG (human) protection from proarrhythmic block | Q12809 | CHO-hERG, FluxOR thallium flux, dofetilide IC70 present | activation (rescue from dofetilide block), less the hit threshold, % at 10 µM | actives 0.51% (n = 310,000) | AID 1511;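 active = activation above the mean of controls blocked by dofetilide plus 5 SD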;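 also: thallium influx through hERG after potassium depolarization seen as dye fluorescence rise; in these data hits start at about 4.7%; inactives centre near -7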
# Dyrk1A ADPGlo = inhibitors of rat Dyrk1A kinase | Q63470 | ADP-Glo luminescence, NFATc1 peptide | inhibition, % at 12.5 µM | actives 0.43% (n = 310,000) | AID 504441; in the data active = inhibition above about 50%;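 also: plate controls were vehicle with enzyme for no effect and no enzyme for full effect; many of its hits are not listed in these tables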
# PolyA inhibitor = yeast polyadenylation inhibition; AID 1875; actives 0.02% (n = 300,000); calls only at 12 µM; S. cerevisiae SKY197-pL101 polyadenylation reporter, beta-gal luminescence; efflux-impaired pdr1/pdr3 knockout yeast; score 100 = 6 SD above DMSO;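 active = lowest replicate activity score at least 50, where 100 means six control SD above control mean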;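 also: yeast exposed to compound for 9 h at 30 °C; higher score means more reporter readthrough which indicates perturbed polyadenylation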
# KCNK3 inh = human KCNK3 channel inhibition, primary screen; O14649; CHO-KCNK3 thallium flux, FluxOR fluorescence; stronger effect = lower value; B-score at 10 µM; actives 0.84% (n = 340,000);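 active = B-score under library mean minus 4 SD, starting fluorescence ratio at most library mean plus 5 SD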;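 also: more negative B-score means stronger inhibition of thallium flux through KCNK3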
# Target sequence (O14649 whole entry, looked up): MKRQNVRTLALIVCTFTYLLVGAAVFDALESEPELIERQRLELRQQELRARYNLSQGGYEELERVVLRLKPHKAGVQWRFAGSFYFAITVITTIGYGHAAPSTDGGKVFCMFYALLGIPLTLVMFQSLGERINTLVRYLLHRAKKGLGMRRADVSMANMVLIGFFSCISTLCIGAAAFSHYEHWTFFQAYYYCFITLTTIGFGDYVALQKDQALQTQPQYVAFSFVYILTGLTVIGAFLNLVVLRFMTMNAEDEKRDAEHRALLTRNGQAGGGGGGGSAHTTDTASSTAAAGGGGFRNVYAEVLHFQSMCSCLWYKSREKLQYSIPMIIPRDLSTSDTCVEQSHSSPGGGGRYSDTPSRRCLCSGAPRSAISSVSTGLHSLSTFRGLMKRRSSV
# KCNQ1 inh = blocks the human KCNQ1 potassium channel | B-score at 10 µM | AID 2642 | CHO-K1 KCNQ1, FluxOR thallium flux fluorescence; stronger effect = higher value | actives 1.3% (n = 310,000) | P51787;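 active = compounds whose thallium flux B-score, printed positive for inhibition, exceeds three library SD while starting fluorescence stays within three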;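 also: channel opened by potassium depolarization with thallium stimulus after 20 min compound exposure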
# Platelet DG rel = platelet dense granule release activity | actives 0.22% (n = 300,000) | human platelet-rich plasma, SFLLRN dense granule ATP release, luminescence | inhibition, %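 (compounds screened at 7.5 µM in platelet-rich plasma)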;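 active = mean replicate score, as percent of positive control, at or above 50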
# KCNQ1 act = potentiates or activates the human KCNQ1 potassium channel; actives 0.35% (n = 310,000); B-score at 10 µM; P51787; CHO-K1 KCNQ1, thallium flux FluxOR fluorescence; stronger effect = higher value;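 active = fluorescence ratio B-score, a plate-corrected score, at least three library SD, with initial intensity B-score within 5 SD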
#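 System: CHO-K1 cells stably expressing KCNQ1 / Medium: assay buffer for compound exposure, DMSO matched across wells / Reagent: thallium- and potassium-containing depolarizing buffer / Compound: one concentration, matched DMSO / Incubation: 20 min compound pretreatment at room temperature / Measured by: kinetic FluxOR fluorescence, 10 s baseline plus 110 s post-stimulus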
# KCNK9 block = inhibitors of human KCNK9 two-pore domain potassium channel; Q9NPC2; HEK293 KCNK9, FluxOR thallium flux fluorescence; stronger effect = lower value; B-score at 10 µM; actives 1.2% (n = 310,000);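 active = ratio B-score over 3 SD below the library mean, with starting fluorescence within 5 SD of its mean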;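 also: negative B-score means less thallium flux so channel inhibition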
# Target sequence (Q9NPC2 whole entry, looked up, the tested form may be a part): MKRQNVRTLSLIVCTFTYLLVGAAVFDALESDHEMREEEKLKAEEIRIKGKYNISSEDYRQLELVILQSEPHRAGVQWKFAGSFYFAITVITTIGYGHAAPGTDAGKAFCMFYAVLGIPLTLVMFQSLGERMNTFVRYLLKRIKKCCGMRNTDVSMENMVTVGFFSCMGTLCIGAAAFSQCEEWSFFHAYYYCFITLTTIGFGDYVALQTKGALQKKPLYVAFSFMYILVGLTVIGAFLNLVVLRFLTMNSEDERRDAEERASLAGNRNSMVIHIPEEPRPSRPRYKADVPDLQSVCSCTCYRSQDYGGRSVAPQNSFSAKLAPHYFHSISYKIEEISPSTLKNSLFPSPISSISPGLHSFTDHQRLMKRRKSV
# TRPC4 agonist = opens the mouse TRPC4 cation channel; Q9QUQ5; B-score at 10 µM; HEK293 TRPC4beta/mu-opioid, Fluo4 calcium fluorescence; stronger effect = higher value; actives 0.49% (n = 310,000);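 active = B-score above 5 SD of library B-scores, and initial fluorescence ratio not above library mean plus 5 SD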;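 also: positive B-score marks a calcium rise read as TRPC4 activation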
#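 System – HEK293 cells stably co-expressing mouse TRPC4beta and mu-opioid receptor · Signal – Fluo4 calcium-sensitive dye fluorescence, kinetic, 1 Hz baseline · Benchmarks – buffer (low) and maximal DAMGO (high) · Read-out – B score of integrated fluorescence ratio per well · Incubation – dye loading 45 min room temperature, 110 s kinetic read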
# TRPC4 block = inhibitors of mouse TRPC4 channel; Q9QUQ5; HEK293 TRPC4beta/mu-opioid, DAMGO-evoked Fluo4 calcium flux; stronger effect = lower value; B-score at 10 µM; actives 0.39% (n = 300,000); AID 2247;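 active = B-score over 3 SD under the library average, no early fluorescence shift, positive overall ratio signal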
#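 Assay system: Stable TRPC4beta/mu-opioid receptor HEK293 cells | Reagent: DAMGO in two steps, submaximal then maximal | Compound dosing: Single concentration per test compound | Signal: Fluo4 Ca2+ flux fluorescence | Evaluation: Per-well B score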
# * hit, by the source's call; i = inactive; . = no result given.
SMILES,TRPC4 potent,hERG rescue,Dyrk1A ADPGlo,PolyA inhibitor,KCNK3 inh,KCNQ1 inh,Platelet DG rel,KCNQ1 act,KCNK9 block,TRPC4 agonist,TRPC4 block
COc1cccc(N=C2SC(C(=O)Nc3ccc(F)cc3)CC(=O)N2C)c1 (stereo not given),i,-4,0,i,i,i,5,i,i,i,i
CN1CCN(CCP(=O)(c2ccccc2)c2ccccc2)CC1,i,-3,-3,i,i,i,1,i,i,i,i
Cc1cc(C)c2[nH]c(=S)cc(C)c2c1,i,-7,3,i,i,i,3,i,i,i,i
CC(=O)Nc1ccc(NC(=O)C(C)OC(=O)CNS(=O)(=O)c2cccc(Cl)c2)cc1 (stereo not given),i,-13,-2,i,i,i,-1,i,i,i,i
COc1ccccc1N1CCN(/N=C/C=C/c2ccccc2[N+](=O)[O-])CC1,i,-2,7,i,i,i,15,i,i,i,i
COc1cccc(C(=O)Nc2ccc3c(cc2=O)[C@@H](NC(C)=O)CCc2cc(OC)c(OC)c(OC)c2-3)c1,i,-8,4,i,i,i,1,i,i,i,i
CCOc1ccc(N2C(=O)CC(N(CCc3ccc(S(N)(=O)=O)cc3)C(C)=O)C2=O)cc1 (stereo not given),i,-7,0,i,i,i,1,i,i,i,i
C=CCOC(=O)C(=O)/C=C/c1c(C)n(C)n(-c2ccccc2)c1=O,i,-4,-3,i,i,i,-3,i,i,i,i
CC(C)(C)c1ccc(S(=O)(=O)Nc2cccnc2)cc1,i,-9,8,i,i,i,-2,i,i,i,.
CCNC(=S)N/N=C(\C)c1ccc2ccccc2c1OC(F)F,i,-10,2,i,i,i,0,i,i,i,i
COc1cc(NC2c3ccccc3C(=O)N2Cc2ccccc2Cl)cc(OC)c1OC (stereo not given),i,-13,-3,i,i,i,4,i,i,i,i
Cc1ccc(NC(=O)OCCN2CCN(Cc3ccccc3)CCC2=O)cc1,i,-9,-5,i,i,i,1,i,i,i,i
NC(=O)C1CCN(C(=O)CN(c2cccc(Cl)c2)S(=O)(=O)c2ccccc2)CC1,i,-6,1,.,i,i,-8,i,i,i,i
O=C(Nc1ccc(F)cc1)C1CCCO1 (stereo not given),i,-7,-4,i,i,i,-1,i,i,i,i
CCCSc1nsc(N)n1,i,-9,9,i,i,i,1,i,i,i,i

# The final 2 entries of the part above lead into the next.
SMILES,TRPC4 potent,hERG rescue,Dyrk1A ADPGlo,PolyA inhibitor,KCNK3 inh,KCNQ1 inh,Platelet DG rel,KCNQ1 act,KCNK9 block,TRPC4 agonist,TRPC4 block
O=C(Nc1ccc(F)cc1)C1CCCO1 (stereo not given),i,-7,-4,i,i,i,-1,i,i,i,i
CCCSc1nsc(N)n1,i,-9,9,i,i,i,1,i,i,i,i
CCCCN(C)C(=O)c1ccc(CS(=O)(=O)c2ccccc2C)o1,i,-2,-7,i,i,i,14,i,i,i,i
CSc1nc2ccccc2cc1/C=C(\C#N)c1cccc(Cl)c1,i,-7,1,i,i,i,-7,i,i,i,i
O=C(CCCCCN1C(=O)c2ccccc2C1=O)Nc1ccc(S(=O)(=O)N2CCCCC2)cc1,i,-14,0,i,i,i,-1,i,i,i,i
O=C(CSc1ccc(-c2ccco2)nn1)N1CCCCCC1,i,-14,.,i,i,i,3,i,i,i,i
O=C(O[C@@H]1OC2COC(=O)c3cc(O)c(O)c(O)c3-c3c(cc(O)c(O)c3O)C(=O)O[C@@H]([C@H]1O)[C@@H]2O)c1cc(O)c(O)c(O)c1,i,-3,41,.,i,i,15,i,i,i,i
COc1ccc(C(=O)Nc2ccc3[nH]c(-c4cccc(OC)c4)cc(=O)c3c2)cc1,i,-12,10,i,i,i,1,i,i,i,i
O=C(NCC1CCCCC1)c1ccc(F)cc1Cl,i,-2,-6,i,i,i,6,i,i,i,i
Cc1ccc(Cl)cc1N1CCN(S(=O)(=O)c2c(C)nc3scc(C)n3c2=O)CC1,i,-9,12,i,i,i,.,i,i,i,i
Cc1cccc(N2C(=O)N3[C@@H]4c5ccccc5OC[C@@H]4[C@@H](c4ccccc4)[C@]3(C)C2=O)c1,i,-7,-8,i,i,i,3,i,i,i,i
O=C(NCCOCc1ccccc1)C(c1ccccc1)c1ccccc1,i,-10,.,i,i,i,-20,i,i,i,i
O=C(Cc1cccs1)Nc1nnc(SCC(=O)N2CCCCC2)s1,i,-10,-6,i,i,i,-7,i,i,i,i
CCOC(=O)c1c(-c2ccccc2)oc2ccc(O)c(CN3CCN(C)CC3)c12,i,-7,0,i,i,i,13,i,i,i,i
CCN(CC)CCCN(C(C)=O)c1nc(-c2cc(OC)ccc2OC)cs1,i,-9,1,i,i,i,-7,i,i,i,i
COc1ccc(CCNC(=O)COC(=O)COc2ccc(C#N)cc2)cc1,i,-23,.,i,i,i,3,i,i,i,i
CCC(NC(=O)Cc1c(C)c2ccc(OC)c(C)c2oc1=O)C(=O)NC(Cc1ccc(Cl)cc1)C(=O)O (stereo not given),i,-7,3,i,i,i,0,i,i,i,i
COc1cc(CNCCCO)ccc1OCC(=O)NC(C)(C)C,i,1,.,i,i,i,2,i,i,i,i
O=C(c1csc2ccccc12)N1CCN(c2ccc(Cl)c(Cl)c2)CC1,i,-14,4,i,i,i,4,i,i,i,i
CCc1ccccc1NC(=O)CCOc1ccccc1,i,-2,-3,i,i,i,5,i,i,i,i
CCc1cccc2sc(N(CCCN3CCOCC3)C(=O)CS(=O)(=O)c3ccccc3)nc12,i,-11,-3,i,i,i,10,i,i,i,i
Nc1c(C(=O)N/N=C/c2ccc(Cl)cc2)cnn1-c1ccccc1,i,-6,.,i,i,i,-5,i,i,i,i
COc1ccc(-c2nnc3sc(-c4ccco4)nn23)cc1OC,i,-14,-2,i,i,i,22,i,i,i,i
O=C(c1ccccc1S(=O)(=O)NCc1ccccc1)N1CCCCC1,i,-4,0,i,i,i,5,i,i,i,i
CSCCC(NS(=O)(=O)c1ccc(Cl)cc1)C(=O)OCC(=O)N1CCOCC1 (stereo not given),i,-17,-2,i,i,i,-1,i,i,i,i
Cc1nc(C)n(CC(C)C(=O)N2CCN(S(=O)(=O)c3ccccc3)CC2)n1 (stereo not given),i,-5,-2,i,i,i,-3,i,i,i,i
CCNC(=O)C1CCN(S(=O)(=O)c2ccc(F)cc2)CC1,i,-9,1,i,i,i,-4,i,i,i,i
CCc1ccc(-c2cn(C3CCCCC3)c(=S)[nH]2)cc1,i,-9,5,i,i,i,-1,i,i,i,i
O=C(NCCN=C1NS(=O)(=O)c2ccccc21)c1ccccc1,i,-3,-5,i,i,i,5,i,i,i,i
C/C=C(\C)CN1CCCC(CO)(Cc2ccccc2)C1 (stereo not given),i,-19,-2,i,i,i,-1,i,i,i,i
O=S1(=O)N=C(N(CCO)/N=C/c2ccc(Cl)cc2)c2ccccc21,i,-2,-4,i,i,i,4,i,i,i,i
O=C(c1ccc(S(=O)(=O)c2cccc(Cl)c2)c([N+](=O)[O-])c1)N1CCN(Cc2ccccc2)CC1,i,-9,3,i,i,i,1,i,i,i,i
CC1CCC2=NN(C(=O)c3ccco3)C(O)(C(F)(F)F)C2C1 (stereo not given),i,-6,-3,i,i,i,6,i,i,i,i
Cc1ccc2nsnc2c1NC(=O)Cc1ccc(Cl)cc1,i,-3,-2,i,i,i,-1,i,i,i,i
O=C(NC1CCCCCC1)C1CCCN(S(=O)(=O)c2cccs2)C1 (stereo not given),i,-2,4,i,i,i,-9,i,i,i,i
O=C(CNC(=O)Cc1ccccc1)NCC(=O)OCC(=O)c1ccc(Cl)cc1,i,-11,8,i,i,i,23,i,i,i,i
Cc1ccccc1Nc1nnc(C)c(=O)n1N,i,-11,-1,i,i,i,-4,i,i,i,i
Cc1ccc(S(=O)(=O)NCc2ccccc2)cc1C(=O)N(C)Cc1ccccc1F,i,-15,.,i,i,i,8,i,i,i,i
Cc1ccc2c(cnn2C(=O)CCCC(=O)NCc2cccc(F)c2)c1,i,-8,1,i,i,i,1,i,i,i,i
COc1ccc(-c2csc(NC(=O)C3CSC4(C)CCC(=O)N34)n2)c(OC)c1 (stereo not given),i,-4,-1,i,i,i,6,i,i,i,i
COc1ccc(C2CC(c3ccccc3)=NN2C(=O)c2cccs2)cc1 (stereo not given),i,-11,-5,i,i,i,-4,i,i,i,i
c1ccc2c(CCNc3ncnc4nc[nH]c34)cccc2c1,i,-15,.,i,i,i,-7,i,i,i,i
Cc1ccc(NC(=O)CN(C)C(=O)Cc2c(Cl)cccc2Cl)cc1,i,-9,-2,i,i,i,12,i,i,i,i
COC(=O)c1ccc2ccccc2c1OC1OC(CO)C(O)C(O)C1NC(C)=O (stereo not given),i,-9,-2,i,i,i,5,i,i,i,i
Fc1ccc(-c2nc3nc4ccccc4nc3n2Cc2ccco2)cc1,i,2,-40,i,i,i,1,i,i,i,i
CC1(C)CC(=O)C(N=Nc2cccnc2)=C(O)C1,i,-14,1,i,i,i,-10,i,i,i,i
Cc1ccc(S(=O)(=O)N(CC(=O)NCCSc2ccccn2)c2ccccc2F)cc1,i,-9,3,i,i,i,-2,i,i,i,i
CC(=O)c1cc2c(cc1NC(=O)CSc1nnc(C)s1)OCO2,i,-12,6,i,i,i,-72,i,i,i,i
Cc1ccc(NC(=O)C(=O)c2cn(CC(=O)N3CCCCC3)c3ccccc23)cc1,i,-10,10,i,i,i,-2,i,i,i,i
CCOC(=O)N1CCN(CCC(=O)Nc2ccc(OC(F)(F)F)cc2)CC1,i,-16,-2,i,i,i,.,i,i,i,i
Cc1cc(N2CCCC2=O)ccc1S(=O)(=O)N1CCOCC1,i,-10,-4,i,i,i,0,i,i,i,i
CCc1nc2ccccc2c(C(=O)OCC(=O)Nc2cccc(S(=O)(=O)N3CCOCC3)c2)c1C,i,-12,1,i,-9*,i,-1,i,i,i,.
O=C(Cc1ncc(C(F)(F)F)cc1Cl)N1CCN(c2ccc(F)cc2)CC1,i,-13,-4,i,i,i,0,i,i,i,i
Cc1ccsc1/C=N/NC(=O)c1cccnc1,i,-3,-5,i,i,i,10,i,i,i,i

# Screening data (PubChem)

# A portion of the library. The share of hits here may be higher or lower than overall.
